NCI-60 one-dose screen, 48 h, at 10 µM unless noted. Numbers give growth in % (100 = growth as untreated, 0 = no growth, -100 = all killed).
OVCAR-4 = OVCAR-4 ovarian cancer cells | 80,000 tested, 3.7% active
NCI-H226 = NCI-H226 lung cancer; AID 1794732; 79,000 tested, 3.5% active
NCI-H322M = NCI-H322M lung cancer; 80,000 tested, 2.7% active; AID 1794733
NCI/ADR-RES = NCI/ADR-RES ovarian cells. 81,000 tested, 4.4% active
NCI-H23 = NCI-H23 lung cancer; 80,000 tested, 4% active; AID 1794731
NCI-H460 = NCI-H460 lung cancer. 82,000 tested, 6.8% active. AID 1794736
IGROV1 = IGROV1 ovarian cancer; AID 1794786; 79,000 tested, 4.7% active
SK-OV-3 = SK-OV-3 ovarian cancer cells | 80,000 tested, 3.2% active
NCI-H522 = NCI-H522 lung cancer; 78,000 tested, 8% active
The depositor's hits bear a star; . = not tested or not shown. How the source made its calls: active means growth percent below 10; inactive means the rest.

The opening four compounds (preview)
structure	OVCAR-4	NCI-H226	NCI-H322M	NCI/ADR-RES	NCI-H23	NCI-H460	IGROV1	SK-OV-3	NCI-H522
N#Cc1nc(-c2ccc(Cl)cc2)cc(-c2ccc(Nc3nc(N4CCCCC4)nc(N4CCCCC4)n3)cc2)c1N	110	71	109	102	92	104	91	91	97
Nc1ccccc1C(=O)N[C@H]1CC(=O)c2ccccc2NC1=O	106	92	99	107	99	105	107	97	92
Cc1ncc(COCc2ccccc2)c(CO)c1OCc1ccccc1	.	111	138	104	101	110	.	106	94
COc1ccc(S(=O)(=O)N2CCC(N3CCC(C)CC3)CC2)cc1	100	98	98	103	106	101	110	101	106

The list itself, from the start:
structure	OVCAR-4	NCI-H226	NCI-H322M	NCI/ADR-RES	NCI-H23	NCI-H460	IGROV1	SK-OV-3	NCI-H522
N#Cc1nc(-c2ccc(Cl)cc2)cc(-c2ccc(Nc3nc(N4CCCCC4)nc(N4CCCCC4)n3)cc2)c1N	110	71	109	102	92	104	91	91	97
Nc1ccccc1C(=O)N[C@H]1CC(=O)c2ccccc2NC1=O	106	92	99	107	99	105	107	97	92
Cc1ncc(COCc2ccccc2)c(CO)c1OCc1ccccc1	.	111	138	104	101	110	.	106	94
COc1ccc(S(=O)(=O)N2CCC(N3CCC(C)CC3)CC2)cc1	100	98	98	103	106	101	110	101	106
Cn1cc(-c2csc(-c3c[nH]c4ccccc34)n2)c2cccnc21	.	60	56	1.0*	30	15	42	29	5.1*
CCCN1/C(=C(\C#N)C(=O)OCC)Sc2c1nc(C)[nH]c2=O	99	92	94	95	89	104	22	103	82
CC(=O)NS(=O)(=O)c1cc(N)ccc1S(=O)(=O)c1ccc(N)cc1	105	106	107	110	109	108	.	110	98
Cc1nn(-c2ccccc2)c(Cl)c1/C=C1\N=C(c2ccccc2)N(C(=O)c2ccc(Cl)cc2)NC1=O	72	81	105	81	78	81	80	102	82
Cn1cc(-c2noc(C(=O)c3cn(C)c4ncccc34)n2)c2ccccc21	58	89	95	92	92	99	81	.	81
CCOC(=O)/C=C(/CSC(=S)OCC)OCC	104	108	97	105	100	104	107	107	98
Cn1c(N2NC(=O)C(N=Nc3ccc(S(N)(=O)=O)cc3)C2=O)nc(-c2ccco2)c(C#N)c1=O (stereo unspecified)	59	95	107	93	70	103	31	102	-40*
CC(=O)N1N=C(c2ccc(Cl)cc2)CC1c1c(C)nn(-c2ccccc2)c1N(C)Cc1ccccc1 (stereo unspecified)	80	67	91	64	78	79	64	71	.
COc1ccc(OC)c(Nc2ncccc2C(=O)NCc2cn(Cc3cccc(Oc4ccccc4)c3)nn2)c1	85	106	90	82	92	100	92	99	69
Cc1nc(C(F)(F)F)c(F)c(=O)[nH]1	89	90	97	104	102	98	108	79	63
Cc1ccccc1Nc1nc(SC(C)C)nc(-c2ccccc2)c1C#N	13	81	70	35	32	45	-50*	94	73
COc1cc(-c2nc(-c3nc4ccc(Cl)cc4[nH]3)cc3c2[nH]c2ccccc23)cc(OC)c1OC	60	73	83	56	72	74	53	103	40
Cc1[nH]c(C(=O)Nc2ccc(C(=O)N3CCNCC3)cc2OC(C)C)c(Cl)c1Cl	82	97	86	80	91	2.0*	69	89	94
Cn1c(=O)c2[nH]c(C3CCC3)nc2n(C)c1=O	109	116	141	110	104	122	116	118	116
C=C(C)[C@@H]1CC[C@]2(C(=O)OC)CC[C@]3(C)[C@H](CC[C@@H]4[C@@]5(C)C/C(=C/c6ccco6)C(=O)C(C)(C)[C@@H]5CC[C@]43C)[C@@H]12	112	107	96	98	99	104	92	106	88
CN1CCN(CCCOc2cccc3nc(Nc4ccc(Cl)c(F)c4)ccc23)CC1	65	58	34	50	63	13	66	83	30
Cc1ccc(C#N)c(=O)[nH]1	120	111	93	107	96	120	106	120	112
S=c1[nH]c2ccccc2n2cccc12	93	102	117	99	94	104	99	103	103
CC(C#N)(CCC(=O)O)N=NC(C)(C#N)CCC(=O)O (stereo unspecified)	108	95	93	99	100	108	91	102	80
CC(=O)c1cccc(N=NN(C)C)c1	105	100	80	101	105	107	88	96	95
C#CCOC(=O)[C@]1(C)CCC[C@@]2(C)[C@H]1CC=C1C=C(C(C)C)CC[C@@H]12	106	111	104	115	97	103	108	107	86
O=C1NC(=O)C(Cc2ccc(OCc3ccc(-c4ccc(Cl)cc4Cl)cc3)cc2)S1 (stereo unspecified)	47	75	91	23	47	58	52	62	27
C#C[C@]1(O)CC[C@H]2[C@@H]3CC=C4c5sc(Nc6ccccc6)nc5CC[C@]4(C)[C@H]3CC[C@@]21C	52	63	48	38	39	21	47	-35*	43
C[C@@H]1O[C@@H](O[C@@H]2C[C@H](c3ccc4c(c3O)C(=O)C3=C(C4=O)[C@@]4(O)C(=O)C[C@](C)(O)C[C@@]4(O)C=C3)O[C@H](C)[C@H]2O)C[C@H](O)[C@@H]1O	92	101	108	92	93	98	91	106	83
O=C1N/C(=C\c2ccccc2)c2ncccc21	96	.	96	103	95	113	92	90	87
CCc1nnc(/N=C2\NC(=O)/C(=C/c3cccnc3)S2)s1	94	101	91	99	97	100	87	95	85
N#Cc1c2c([nH]c(=O)c1C(N)=O)CCCCC2	116	100	98	111	100	105	102	92	91
O=c1nc(NO)[nH]c(=O)n1Cc1ccccc1	97	.	120	105	105	109	106	99	.
CC1(C)NC(=S)c2ccccc2NC1=S	100	96	101	106	98	103	107	108	89
O=c1oc2ccc(Br)cc2cc1/C(CS(=O)(=O)c1ccccc1)=N/Nc1ccccc1	.	.	91	94	102	99	88	.	94
COc1cccc(CCN2C(=O)CCC3=C2CCC3=O)c1	104	97	101	104	97	115	103	102	.
COc1cc(/C=C2\C(=O)Nc3ccc(N(C)C)cc32)cc(OC)c1OC	42	26	38	0.2*	27	6.9*	17	45	24
Nc1nc2ccccc2o1	99	90	95	97	96	106	103	103	112
CCCCC(CC)OC(=O)Cc1ccccc1 (stereo unspecified)	106	96	105	112	108	105	113	103	99
CC1(C)OCC(COC(c2ccccc2)(c2ccccc2)c2ccccc2)O1 (stereo unspecified)	96	92	92	103	104	104	108	112	89
O=c1[nH]c(N2CCOCC2)nc2cc(NCc3ccccc3)ccc12	103	93	105	92	92	104	108	94	68
O=C(CSc1nnc2sc(Nc3cccc(Cl)c3)nn12)c1ccc(F)cc1	101	96	91	96	80	96	101	82	76
Cc1c(C(=O)Nc2ccc(Cl)cc2)sc2c(=O)[nH]cnc12	.	109	109	108	102	113	101	111	85
O=C1c2ccccc2N=C(N/N=C/c2ccc(F)cc2)[C@@H]2CCCN12	94	97	103	104	99	106	100	102	93
COCCOc1cnc(Sc2cc(C)c(-c3csc(NC(=O)c4ccncc4)n3)c(C)c2)cn1	32	63	92	45	45	55	70	56	45
N#Cc1ccccc1Cn1cc(CSc2nc3ccccc3s2)nn1	97	.	93	96	98	108	98	108	91
CC(C)(C)OC(=O)CN1CCc2c(sc3ncnc(N4CCN(c5ccc(F)cc5)CC4)c23)C1	86	73	84	80	88	89	90	102	82
NC(=O)C1CCN(Cc2c[nH]c3ccccc23)CC1	94	93	101	96	97	107	106	98	98
C=CCSc1nnc(-c2ccc(-c3nc4ccccc4[nH]3)cc2)o1	46	95	98	61	90	87	101	96	70
O=C(O)CCCCC1CCSS1 (stereo unspecified)	110	104	97	107	106	115	97	103	88
COc1cc(C2N(c3ccc(C)cc3)NC(=O)[C@@H]3CCCN23)cc(OC)c1OC (stereo partly specified)	91	101	74	82	89	97	83	91	37
CNc1cc(=S)nc(N)[nH]1	104	94	.	101	96	107	97	98	83
CC(C)C(N)C(=O)Nc1nncs1 (stereo unspecified)	99	113	83	97	87	112	127	104	100
Nc1nc(Nc2ccccc2Cl)c2c(n1)-c1ccoc1CC2	93	103	102	100	102	104	113	92	84
COc1ccc(Cl)cc1/C=C/C=N/NC(=O)c1ccncc1	104	108	105	109	109	106	115	115	103
O=C1N(Cc2ccc(Cl)cc2)c2ccccc2S(=O)(=O)N1c1cccnc1Cl	116	107	120	111	108	108	107	128	104
COc1cc(-c2cc3cc(Cl)cc(Cl)c3oc2=O)cc(OC)c1OC	93	89	93	98	92	108	93	86	91
NNC(=O)CSc1nc2sc3c(c2c(=O)n1-c1ccccc1)CCCCC3	91	90	100	99	101	104	106	92	88
CC(=O)Nc1ncc(S(=O)(=O)c2ccc([N+](=O)[O-])cc2)s1	102	105	113	118	117	113	112	94	94
COc1cccc2c1[C@H](OC)[C@]13O[C@@]1(C2=O)[C@H](O)[C@H](C)[C@@](O)(C(=O)[C@@H]1O[C@H]1C)[C@@H]3O	-13*	-54*	1.7*	-23*	-64*	-33*	7.7*	-10*	-32*
COC(C(=O)[C@@H](O)[C@@H](C)O)[C@@H]1Cc2cc3cc(O[C@H]4C[C@@H](O[C@H]5C[C@@H](O)[C@H](O)C(C)O5)[C@H](O)C(C)O4)cc(O)c3c(O)c2C(=O)[C@H]1O[C@H]1C[C@@H](O[C@H]2C[C@@H](O[C@H]3C[C@@H](OC)[C@H](O)C(C)O3)[C@@H](O)C(C)O2)[C@H](O)C(C)O1 (stereo partly specified)	65	39	50	98	47	19	32	32	15

Continuation:
structure	OVCAR-4	NCI-H226	NCI-H322M	NCI/ADR-RES	NCI-H23	NCI-H460	IGROV1	SK-OV-3	NCI-H522
CCCCCCCCCCCn1nnnc1N	79	.	90	83	92	105	51	93	68
COc1ccc(/C=N/N=C2c3ccccc3-c3ccccc32)cc1O	94	95	.	93	83	100	96	99	85
CC(=O)/C(=C/c1ccccc1)C(=O)CC(C)C	103	106	116	93	100	100	99	106	95
Cc1ccc(S(=O)(=O)N/N=C2/CC3CCC(C)(C2)C3)cc1 (stereo unspecified)	107	109	125	113	105	108	109	100	96
Cn1c(=O)cc(S)c2ccccc21	110	88	96	106	92	98	87	89	85
O=c1[nH]c(-c2csc(-c3cccs3)n2)cc2ccccc12	105	105	103	105	95	108	103	106	100
CC(CN)[C@@H]1CC[C@]2(CO)CC[C@]3(C)[C@H](CC[C@@H]4[C@@]5(C)CCC(NCCO)C(C)(C)[C@@H]5CC[C@]43C)[C@@H]12 (stereo partly specified)	77	96	87	91	90	4.5*	71	100	59
COc1cc(/C=C/C(=O)c2ccc(NC(=O)CSc3nnc(-c4ccc5nc(-c6ccccc6)[nH]c5c4)o3)cc2)cc(OC)c1OC	100	99	97	100	93	92	97	116	95
Cc1nc(-n2nc(C#N)c(C#N)c2N)c(C#N)c(C#N)c1C	111	114	104	100	96	110	102	94	61
CCCCCCCCCCCCCCCCCCOc1ccccc1CC(=O)NCC[N+]1(C)CCCCC1	40	74	63	104	62	42	-8.7*	77	33
Cn1cc(-c2ccc3[nH]c(=O)nc(-c4ccccc4)c3c2)cn1	112	90	86	102	100	95	92	98	72
CN(C)c1ccc(C=O)c(Oc2ccccc2)c1	132	98	113	106	111	100	130	108	83
